From PubChem BioAssay
HCV core dimer – HCV core protein dimerization inhibition; TR-FRET GST/Flag-core106 dimerization, 1536-well; 0.33% of 300,000 active; inhibition, % at 5 µM;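 active = inhibition above the mean of all tested compounds plus 3 SD, set per screening campaign, cut at about 45% in these data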
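Assay system: Tagged HCV core106 pair (GST and Flag) | Buffer or medium: KF-containing HEPES buffer, pH 7.45, DTT, CHAPS, BSA | Also added: Eu donor and XL665 acceptor anti-tag antibodies | Dosing: One concentration, 5 µM, in 0.5% DMSO | Timing: 4 h at 22.5 °C | Technique: TR-FRET 671 and 617 nm emission | Repeats: Singlicate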
procasp7 counter – counter-screen: procaspase-7 (human) activation; 0.093% of 330,000 active; recombinant procaspase-7, Ac-DEVD-pNA absorbance 405 nm; D23A/D198A/D206A triple mutant, cannot self-cleave; scale: DMSO 0, 5 µM enzyme 100; activation, % at 8.5 µM;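 active = percent activation above the screen-wide mean plus 3 SD, cut at about 25% in these data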
Target sequence (P55210 whole entry D23A/D198A/D206A): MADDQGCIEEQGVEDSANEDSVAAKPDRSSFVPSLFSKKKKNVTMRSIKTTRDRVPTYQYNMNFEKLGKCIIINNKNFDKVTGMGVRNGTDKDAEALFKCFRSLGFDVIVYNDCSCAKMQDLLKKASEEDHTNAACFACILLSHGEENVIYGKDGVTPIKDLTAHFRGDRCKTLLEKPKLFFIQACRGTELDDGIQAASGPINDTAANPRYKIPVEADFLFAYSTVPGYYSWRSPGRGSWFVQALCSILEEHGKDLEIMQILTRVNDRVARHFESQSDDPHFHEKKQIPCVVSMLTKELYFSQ
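signal = Epi-absorbance of released pNA at 405 nm, two timepoints | assay system = Uncleavable procaspase-7 mutant enzyme | reagent = Ac-DEVD-pNA substrate, 400 µM as added | times = 1 h enzyme–compound preincubation and 2 h substrate reaction, both 25 °C | benchmarks = low DMSO alone, high DMSO plus 5 µM PC-7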
AHR act – activates the human aryl hydrocarbon receptor | AHR-responsive luciferase reporter cells, luminescence | activation, % at 5 µM | 2.5% of 320,000 active | P35869 | AID 2796; in the data active = activation above about 47%;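 also: 0% = vehicle wells and 100% = reference agonist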
procasp3 activ – activators of human procaspase-3; P42574; recombinant procaspase-3 D3A, Ac-DEVD-pNA absorbance 405 nm; activation, % at 8.5 µM; 0.11% of 330,000 active;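 active = activation above the mean of all tested compounds plus 3 SD, cut at about 21% in these data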;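 also: 0% = DMSO alone and 100% = DMSO wells spiked with extra 5 µM PC-3 D3A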
Target sequence (P42574 whole entry D9A/D28A/D175A): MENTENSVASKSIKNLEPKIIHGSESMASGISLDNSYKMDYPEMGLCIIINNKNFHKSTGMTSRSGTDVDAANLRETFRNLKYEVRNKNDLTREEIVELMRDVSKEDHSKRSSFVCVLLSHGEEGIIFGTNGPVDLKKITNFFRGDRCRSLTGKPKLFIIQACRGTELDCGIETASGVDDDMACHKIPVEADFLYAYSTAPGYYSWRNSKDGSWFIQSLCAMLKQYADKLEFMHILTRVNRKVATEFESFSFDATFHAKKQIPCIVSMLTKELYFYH
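Evaluation: percent activation relative to control range; Material: Procaspase-3 D3A mutant, all three cleavage aspartates alanine; Compound: single dose, 8.5 µM nominal compound, 0.8% DMSO; Replication: one well per compound; Signal: absorbance at 405 nm, 0 and 120 min; Schedule: 1 h preincubation plus 2 h reaction at 25 °C.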
PP1 inh – blocks human PP1-alpha phosphatase, a PP5 counter-screen | purified PP1alpha, OMFP fluorescence | inhibition, % at 6.7 µM | 0.9% of 320,000 active;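 active = inhibition above the mean inhibition of all tested compounds plus 3 SD, computed separately for each screening campaign, cut at about 15% in these data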
Target sequence (P62136 whole entry, looked up): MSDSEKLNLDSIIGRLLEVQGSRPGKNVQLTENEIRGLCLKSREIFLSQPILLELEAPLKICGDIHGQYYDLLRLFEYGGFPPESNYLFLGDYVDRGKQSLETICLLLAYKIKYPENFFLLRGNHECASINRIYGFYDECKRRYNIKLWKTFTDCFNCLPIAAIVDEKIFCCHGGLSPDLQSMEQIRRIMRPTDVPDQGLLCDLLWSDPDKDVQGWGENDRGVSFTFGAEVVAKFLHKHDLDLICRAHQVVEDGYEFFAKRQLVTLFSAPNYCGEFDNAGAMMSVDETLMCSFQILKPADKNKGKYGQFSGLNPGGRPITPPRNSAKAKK
PP5 inh – inhibitors of human protein phosphatase 5 (PP5) | P53041 | purified PP5c, OMFP substrate fluorescence | inhibition, % at 6.7 µM | 0.18% of 320,000 active | AID 1987;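 active = inhibition above the campaign's mean inhibition across all tested compounds plus 3 SD, cut at about 9.5% in these data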;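 also: 0% = DMSO only and 100% = 100 µM cantharidin control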
TPT1 inhibitor – C. albicans TPT1 enzyme inhibition | recombinant caTPT1, FP RNA substrate dephosphorylation | inhibition, % at 5 µM | 0.81% of 300,000 active | AID 1962;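 active = inhibition above the mean of all tested compounds plus 3 SD, set per screening campaign, cut at about 24% in these data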;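 also: plate controls were DMSO alone for no effect and ferristatin control at 100 nM for full effect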
Fh CTSL1 inh – counter-screen for PFM18AAP inhibitors: inhibitors of F. hepatica cathepsin L1; 0.49% of 300,000 active; recombinant F. hepatica cathepsin L1, Z-Leu-Arg-MCA fluorescence; inhibition, % at 5.96 µM;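 active = inhibition above the mean of all tested compounds plus 3 SD, set per screening campaign, cut at about 17% in these data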;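 also: 0% = plate median of test compound wells and 100% = 1 µM Z-Phe-Ala-diazomethylketone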
PAFAH2 FP inh – inhibitors of human PAFAH2; Q99487; recombinant PAFAH2, FP-rhodamine activity probe, fluorescence polarization; inhibition, % at 3.39 µM; 0.99% of 340,000 active; AID 492956;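 active = inhibition above the mean over all tested compounds plus 3 SD, cut at about 30% in these data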;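 also: inhibitors block probe labeling of enzyme so polarization drops; 0% = enzyme with DMSO and 100% = wells lacking PAFAH2 protein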
Starred values were filed as active, the others as inactive; . = no result given.

SMILES	HCV core dimer	procasp7 counter	AHR act	procasp3 activ	PP1 inh	PP5 inh	TPT1 inhibitor	Fh CTSL1 inh	PAFAH2 FP inh
CC(C)N=C(NC#N)SCc1ccc(Br)cc1	8	6	18	-9	-5	0.5	-2	-5	-9
Cn1c(C(C#N)C(=O)c2sc3ccccc3c2Cl)nc2ccccc21 (stereo unspecified)	12	12	-5	7	9	4.4	-2	0	12
CCCCN(C)CCNC(=O)C1CCCN(S(=O)(=O)c2cccc3nsnc23)C1 (stereo unspecified)	-5	1	2	4	3	2.0	-3	5	3
O=C(COC(=O)C1COc2ccccc2O1)NC1CCCCC1 (stereo unspecified)	.	4	1	-9	.	.	.	.	8
Cc1cc(=O)oc2ccc(OCC(=O)N3CCc4ccccc43)cc12	31	11	21	10	-1	1.0	4	-1	4
CN(Cc1ccccc1)C(=O)COc1ccc(Br)cc1Cl	5	3	-1	-2	-2	0.5	0	6	5
Cc1nc(N2CCC(C)CC2)c(C#N)c(C)c1[N+](=O)[O-]	3	5	-4	9	-2	-0.5	1	-4	-2
CCOC(=O)N1CCN(C(=O)c2ccc(NC(C)=O)cc2)CC1	-3	-3	1	-6	0	-0.3	1	0	9
Cc1cccc(-c2c(NC(=O)c3ccco3)oc3ccc(Cl)cc3c2=O)c1	-3	1	3	10	1	3.8	-2	1	1
Cc1ccc(-n2nc3ccc(NC(=O)/C=C/c4ccco4)cc3n2)cc1	46	-11	16	-13	19*	0.5	9	1	-29
COc1ccc(CCNC(=O)CCC(=O)n2ncc3ccc(Cl)cc32)cc1OC	13	0	12	0	-2	0.8	-3	1	1
CCNC(=O)C1CCCN(c2nc(C)cc(C)n2)C1 (stereo unspecified)	-17	-3	0	4	2	0.2	2	-2	-1
COc1ccc(N2CCN(C(=O)COC(=O)COc3cc(C)cc(C)c3)CC2)cc1	2	-1	-2	0	-2	-0.1	2	-4	-1
CCc1cccc(CC)c1NC(=O)COC(=O)CC1c2ccccc2CCN1S(=O)(=O)c1ccccc1 (stereo unspecified)	10	-2	-1	-2	6	1.0	-2	1	35*
O=C(CNC(=O)c1ccc(OC(F)F)cc1)NC1CCCc2ccccc21 (stereo unspecified)	-8	7	6	-6	1	0.6	4	4	5
COc1ccc2cc(C(c3nnnn3Cc3ccc(F)cc3)N3CCCCCC3)c(=O)[nH]c2c1 (stereo unspecified)	9	-9	-1	-8	4	0.9	6	2	0
COc1ccc(/C=N/n2c(SC)nnc2-c2ccccc2)cc1C	13	2	7	4	4	1.8	-3	1	-2
COC(=O)c1ccccc1-c1ccc(/C=N/NC(=O)c2cc3ccccc3o2)o1	1	17	7	-4	4	2.9	-2	1	0
CN1C(=O)C(CC(=O)Nc2ccc(Cl)cc2)N(Cc2ccco2)C1=S (stereo unspecified)	-1	-3	6	-6	-4	2.0	4	0	1
Nc1nc2n(n1)C(c1cccs1)CC(c1ccc(F)cc1)N2 (stereo unspecified)	1	-1	-4	2	-1	-1.1	0	-3	-1
NS(=O)(=O)c1ccc(NCc2cc(Cl)ccc2OCc2ccccc2F)cc1	0	-3	8	12	3	2.8	-5	8	5
Cc1ccnc(SCC(=O)n2c3c(c4ccccc42)CC(C)CC3)n1 (stereo unspecified)	5	3	7	-4	-1	-0.8	1	-2	2
Cc1ccc(S(=O)(=O)N2CCOC2CNC(=O)C(=O)NCc2ccc3c(c2)OCO3)cc1 (stereo unspecified)	3	1	-2	-5	-2	0.7	-2	-1	13
O=S(=O)(NCCc1csc(-c2cccnc2)n1)c1cc(F)ccc1F	3	3	17	-4	-4	2.4	2	-4	3
O=C(Cn1c(CO)nc2ccccc21)NCCc1ccccc1	1	3	-1	10	-1	-0.3	-1	-4	-8
C/C(=N\Nc1cc(N2CCOCC2)ncn1)c1ccc(O)cc1	-4	1	5	3	-1	1.3	-2	-1	1
COC(=O)Cn1c(=O)c2c(nc(Br)n2Cc2ccccc2Cl)n(C)c1=O	2	3	-1	-2	-2	1.3	0	-2	0
Cc1occc1C(=O)Nc1ccc2c(c1)CCC2	-1	-6	2	2	0	4.4	4	-1	-10
CO/C([O-])=N/c1c[n+](-c2ccc(C)cc2)no1	1	-7	2	-9	1	1.5	0	3	9
Cc1cccc(OCC(=O)N(Cc2cccs2)C2CCS(=O)(=O)C2)c1 (stereo unspecified)	-3	10	3	-1	0	2.2	-3	-2	-6
COc1ccc(CN2CCOCCOCCOCC2)cc1	0	4	5	6	-6	1.1	0	1	-1
Cc1ccccc1CN1CCC(N2CCC(C(=O)NCC3CCCO3)CC2)CC1 (stereo unspecified)	9	-3	-2	8	0	2.1	-1	-1	5
Cc1ccc(C(=O)O/N=C2\CCCc3ccccc32)cc1	-2	3	0	4	2	0.3	4	1	42*
O=C(c1ccc([N+](=O)[O-])cc1)N1CCSC1c1ccccc1Cl (stereo unspecified)	1	-5	2	-1	-7	1.0	-2	7	-10
CCOC(=O)C1CCN(C(=S)Nc2ccccc2)CC1	7	-4	0	4	-4	0.6	2	4	-3
Clc1ccccc1CSc1nnc(-c2cccnc2)n1Cc1ccco1	3	4	5	-8	-4	0.1	4	-1	-1
CCCCSc1nc2ccccc2n1CC(=O)O	-5	5	-1	-2	-2	2.1	-2	2	0
CCOC(=O)c1cc2cc(OCc3ccccc3)ccc2nc1C	4	18	9	3	-1	1.2	-1	2	-1
COc1cccc(NC(=O)COC(=O)CCC2CCCC2)c1	.	1	2	4	1	1.7	.	.	19
COc1ccc(Nc2nc(C)nc3c2nnn3Cc2ccccc2Cl)c(OC)c1	-2	10	2	-3	0	-3.3	0	2	-4
CC(=O)Nc1cccc(/C(C)=N/NC(=O)c2cccc(S(=O)(=O)N3CCOCC3)c2)c1	-1	5	3	9	-5	-2.4	-4	2	7
COc1ccc(NC(=O)CCc2nc(-c3ccccc3F)no2)cc1	4	-3	3	4	6	5.3	-2	0	-2
COc1ccc(N(CC(=O)NC2CCS(=O)(=O)C2)S(=O)(=O)c2cc(C)ccc2C)cc1 (stereo unspecified)	.	7	0	6	.	.	.	.	0
CC(OC(=O)c1ccc(S(=O)(=O)N(C)c2ccccc2)cc1)C(=O)NCCC1=CCCCC1 (stereo unspecified)	4	1	-3	1	3	-0.9	-11	2	1
O=C(O)c1ccc(Nc2nc3ccccc3nc2NS(=O)(=O)c2cccs2)cc1	-1	5	-2	-2	3	-1.5	1	0	12
CC(C)(C)c1ccc(S(=O)(=O)N2CCN(CCC#N)CC2)cc1	-2	1	2	9	-6	4.0	5	0	-7
C/C(N)=C(/C#N)C(=O)CSc1nc2cc(Cl)ccc2c(=O)n1-c1ccc(C)cc1	11	1	11	8	-1	2.8	0	1	-32
O=C(O)CCCCCn1c(SCC(=O)c2ccc(O)c(O)c2)nc2ccsc2c1=O	-6	4	4	2	-5	2.3	0	-2	15
CN1CCc2nc(SCC(=O)Nc3ccc(Cl)cc3)c(C#N)cc2C1	10	9	26	-2	4	3.2	2	-3	-9
N/C(=N\OC(=O)N1CCOCC1)c1ccc(Cl)cc1	2	-9	5	3	0	2.9	0	-2	-1
CC(C)(C)OC(=O)N1CCC(C(=O)Nc2ccc(C(=O)N3CCOCC3)cc2)CC1	.	5	-1	2	.	.	.	.	-2
COc1ccc(CN(C)C(=O)c2[nH]c(C)c(C(C)=O)c2C)c(OC)c1OC	6	-1	4	7	-6	-1.4	-2	-2	-7
O=C(NCc1ccccc1)/C(=C/c1ccc(OC(F)F)cc1)c1ccccc1	17	-6	13	0	5	5.7	-4	0	-5
CN1CCN(C(=O)/C=C/c2ccc(C#N)cc2)CC1	-4	1	1	-1	0	2.0	-3	-2	-7
O=C1CN(C(=O)COC(=O)c2cccc(S(=O)(=O)NCc3ccccc3)c2)c2ccccc2N1	3	-6	1	3	1	3.5	4	3	-4
Cc1cc(C)nc(-n2nc(C)cc2NC(=O)COC(=O)CCC(=O)c2cccs2)n1	0	13	11	0	1	2.1	-1	-66	6
CCCNC(=S)N1CCC(C(=O)c2ccc3c(c2)OCCO3)CC1	0	1	3	-1	-1	-0.6	-5	4	7
CCOc1ccc(/C=N/OC(C)C(=O)NCc2ccc3c(c2)OCO3)cc1 (stereo unspecified)	6	5	5	0	2	0.4	-2	4	-3
Cc1cccc2c1CC(C)(C)NC2=C(C#N)C#N	-3	-4	8	-5	-6	2.2	4	-3	5
CC(NC(=O)Cc1cccs1)c1ccccc1 (stereo unspecified)	-6	1	-4	8	0	0.4	12	-1	4
(list continues)
SMILES	HCV core dimer	procasp7 counter	AHR act	procasp3 activ	PP1 inh	PP5 inh	TPT1 inhibitor	Fh CTSL1 inh	PAFAH2 FP inh
CC1C(=O)N2CCCc3cc(S(=O)(=O)NCCc4ccccc4)cc1c32 (stereo unspecified)	0	2	3	3	2	-1.3	-3	-1	-6
O=C(CN1CCC(C(=O)c2ccc3c(c2)OCCO3)CC1)NC1CCCC1	5	6	-1	-3	2	2.2	4	4	-6
COc1cccc(CCNC(=O)c2cccc(NC(=O)C3=C(C)OCCS3)c2)c1	-5	6	7	-2	-2	0.3	2	1	-2
CN(C)CCCOc1ccc(C(C)(C)c2ccccc2)cc1	-20	2	0	-1	4	3.3	-6	-1	-1
FC(F)(F)c1ccc(C2[C@H]3CN(CC4CCCCC4)[C@H](c4ccccc4)C34CC2(c2cccnc2)C4)cc1 (stereo partly specified)	-5	0	0	6	1	2.7	-5	2	-10
O=C1CC(=O)C(n2cncn2)C(c2c(F)cccc2Cl)C1 (stereo unspecified)	-3	2	-1	10	-2	-1.4	-1	-2	-2
O=C(N/N=C/c1ccncc1)c1ccc(-n2cccc2)cc1	43	2	9	4	1	-2.7	0	3	-6
CCOC(=O)C1(CCOc2ccccc2)CCN(Cc2cccc(OC)c2O)CC1	-9	8	-1	-2	-7	0.2	-1	-4	8
O=C(NC1CCCCC1)NC1C2CC3CC(C2)CC1C3 (stereo unspecified)	-4	1	6	-4	-5	2.9	0	-1	1

Results in PAFAH2 FP inh (2 entries from above):
| Structure | PAFAH2 FP inh |
| --- | --- |
| CN(C)CCCOc1ccc(C(C)(C)c2ccccc2)cc1 | -1 |
| FC(F)(F)c1ccc(C2[C@H]3CN(CC4CCCCC4)[C@H](c4ccccc4)C34CC2(c2cccnc2)C4)cc1 (stereo partly specified) | -10 |

Entries of single compounds as entered above. Order of values: HCV core dimer | procasp7 counter | AHR act | procasp3 activ | PP1 inh | PP5 inh | TPT1 inhibitor | Fh CTSL1 inh | PAFAH2 FP inh
COc1cccc(CCNC(=O)c2cccc(NC(=O)C3=C(C)OCCS3)c2)c1 in the list: -5 | 6 | 7 | -2 | -2 | 0.3 | 2 | 1 | -2
O=C1CC(=O)C(n2cncn2)C(c2c(F)cccc2Cl)C1 (stereo unspecified) in the list: -3 | 2 | -1 | 10 | -2 | -1.4 | -1 | -2 | -2
O=C(CN1CCC(C(=O)c2ccc3c(c2)OCCO3)CC1)NC1CCCC1 in the list: 5 | 6 | -1 | -3 | 2 | 2.2 | 4 | 4 | -6
